High-throughput results deposited in PubChem BioAssay by several laboratories.
Fam108B inh: Fam108B inhibition, counter-screen for RBBP9 inhibitors; recombinant Fam108B, FP-Rh probe fluorescence polarization; inhibition, % at 9.51 µM; 300,000 compounds, 0.33% hits; AID 1947;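 active = inhibition above the screen mean inhibition plus 3 SD, computed separately per campaign, cut at about 18% in these data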;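 note: inhibitors lower polarization as less probe binds the enzyme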
EBNA-1 inh: blocks EBNA-1 binding to DNA | EBNA-1 DNA binding, fluorescence polarization | inhibition, % at 14.8 µM | 300,000 compounds, 0.34% hits | AID 1950; in the data active = inhibition above about 28%
BCLXL inh: blocks human Bcl-xL binding to Bim BH3 peptide; 320,000 compounds, 0.7% hits; GST-Bcl-xL / FITC-Bim BH3 peptide fluorescence polarization; Q07817; AID 2129; inhibition, % at 10.9 µM;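 active = inhibition above the mean of all tested compounds plus 3 SD, cutoff set per campaign, cut at about 30% in these data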;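 note: 0% = DMSO wells and 100% = unlabeled Bim-BH3 peptide competitor; inhibitors lower millipolarization by displacing the labeled peptide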
Target sequence (Q07817 whole entry, looked up): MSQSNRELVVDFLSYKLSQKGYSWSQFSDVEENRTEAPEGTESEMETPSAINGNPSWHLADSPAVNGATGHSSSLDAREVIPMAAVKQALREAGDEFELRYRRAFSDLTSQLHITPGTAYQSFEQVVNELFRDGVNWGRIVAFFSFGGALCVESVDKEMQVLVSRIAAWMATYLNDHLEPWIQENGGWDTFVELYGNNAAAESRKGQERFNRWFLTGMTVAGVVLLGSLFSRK
MCL1 BIM primary: MCL1-BIM-BH3 interaction inhibition (human); Q07820; GST-MCL1 / FITC-Bim-BH3 fluorescence polarization; inhibition, % at 10.9 µM; 320,000 compounds, 0.68% hits; AID 2057;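 active = inhibition above the mean inhibition of all tested compounds plus 3 SD, set per campaign, cut at about 40% in these data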;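 note: 0% = DMSO wells and 100% = unlabeled Bim-BH3 peptide control; higher means more loss of mP so more displacement of Bim peptide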
Yeast superoxide: caloric restriction mimetics inhibiting age-related superoxide in yeast; S. cerevisiae aged cells, superoxide DHE fluorescence; stronger effect = lower value; superoxide response (% of plate mean), % at 10 µM; 330,000 compounds, 0.18% hits;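 active = superoxide response under a set limit, about three screen SD below normal, cut at about 65% in these data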;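 note: yeast aged for seven days with compound at 30 °C before DHE staining; 100% = average MFI of all compound-treated wells on the plate with controls excluded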
GLD-1 RNA inh: GLD-1-TGE RNA interaction inhibition (C. elegans) | purified GLD-1 + fluorescein TGE RNA, fluorescence polarization | inhibition, % at 5.96 µM | 320,000 compounds, 0.44% hits;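 active = percent inhibition above a per-plate cutoff, the plate mean of test compounds plus 3 SD, cut at about 30% in these data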;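 note: 0% = DMSO wells with GLD-1 and probe and 100% = wells lacking GLD-1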
Target sequence (Q17339 whole entry, looked up): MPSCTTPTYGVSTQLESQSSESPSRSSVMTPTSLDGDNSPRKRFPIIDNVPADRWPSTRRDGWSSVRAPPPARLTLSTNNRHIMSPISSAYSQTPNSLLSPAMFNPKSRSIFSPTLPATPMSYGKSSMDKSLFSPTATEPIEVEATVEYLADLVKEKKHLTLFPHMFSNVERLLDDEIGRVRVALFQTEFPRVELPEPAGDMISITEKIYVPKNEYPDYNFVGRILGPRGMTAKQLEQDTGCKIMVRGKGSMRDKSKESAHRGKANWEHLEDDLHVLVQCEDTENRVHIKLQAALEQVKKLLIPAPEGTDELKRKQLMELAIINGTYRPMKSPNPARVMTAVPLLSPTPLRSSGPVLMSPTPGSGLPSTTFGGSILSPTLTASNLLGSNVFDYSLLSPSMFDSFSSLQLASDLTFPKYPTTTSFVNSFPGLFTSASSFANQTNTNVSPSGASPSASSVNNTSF
MEX-5 binding: C. elegans MEX-5 TCR-2 RNA binding activity; MEX-5/FITC-TCR2 RNA binding, fluorescence polarization; stronger effect = lower value; Q9XUB2; 300,000 compounds, 0.38% hits; activity score (negative = inhibition of binding), % at 10 µM; AID 1832;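 active = inhibition past about -25% in most replicates, and total fluorescence under double the plate's negative control median, limit read from the data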;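 note: 0% = DMSO and -100% = 5 µM competing unlabeled TCR2 RNA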
Efflux pump mplx: inhibitors of Candida antifungal efflux pumps expressed in yeast; S. cerevisiae Candida pump triplex, Nile Red efflux; inhibition, % at 10 µM; 330,000 compounds, 0.44% hits; AID 485275;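 active = plate passing quality check with inhibition over a set limit, or well fluorescence over plate mean plus 4 SD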;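 note: Nile Red retained in pooled yeast measured as flow cytometry median fluorescence; 0% = buffer negative control and 100% = Enniatin B positive control; higher means more Nile Red kept so more efflux inhibition; some compounds called inactive have numbers as strong as hits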
ZTA counter: ZTA (EBV) inhibition in EBNA-1 counter-screen; inhibition, % at 11 µM; P03206; 320,000 compounds, 0.15% hits; ZTA-DNA binding, fluorescence polarization; in the data active = inhibition above about 33%
Target sequence (P03206 whole entry, looked up): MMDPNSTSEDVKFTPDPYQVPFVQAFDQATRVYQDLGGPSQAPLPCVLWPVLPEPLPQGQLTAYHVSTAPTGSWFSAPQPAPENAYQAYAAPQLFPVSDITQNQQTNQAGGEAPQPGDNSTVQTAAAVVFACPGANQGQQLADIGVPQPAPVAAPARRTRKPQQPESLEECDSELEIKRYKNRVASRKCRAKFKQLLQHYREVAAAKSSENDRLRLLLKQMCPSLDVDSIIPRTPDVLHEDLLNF
Numbers without * were called inactive; i = inactive; / = not tested or not shown.

SMILES	Fam108B inh	EBNA-1 inh	BCLXL inh	MCL1 BIM primary	Yeast superoxide	GLD-1 RNA inh	MEX-5 binding	Efflux pump mplx	ZTA counter
CCN(CC)S(=O)(=O)c1ccc(C(=O)Nc2cccc(C)c2)cc1	-9	-11	3	3	115	1	-1.0	0.4	-5
Cc1ccc(/C=C2/C(=O)N=C(N)N2C)s1	0	3	1	9	103	3	-2.0	-0.2	5
O=C(CCCCCN1C(=O)[C@@H]2Cc3ccccc3CN2C1=O)Nc1cccc(F)c1	-2	13	0	-7	101	0	3.8	-0.1	17
CC(SCC(=O)O)c1nc2ccccc2[nH]1 (stereo not drawn)	-4	-8	2	21	106	-4	0.5	0.1	-11
CCc1ccccc1NC(=O)Cn1nc(C(F)(F)F)cc1C1CC1	-5	-1	2	-2	98	2	0.4	0.5	-10
CC(=O)O[C@H]1C[C@@H]2CC[C@@H]3[C@H](CC[C@@]4(C)[C@H]3C[C@H]([N+]3(C)CCCCC3)[C@@H]4OC(C)=O)[C@@]2(C)C[C@@H]1N1CCCCC1	1	4	2	5	92	1	1.2	0.0	3
COc1ccc(CCNC(=O)CCc2cc(OC)c(OC)c(OC)c2)cc1OC	2	19	3	4	90	8	0.8	0.0	20
Cc1nonc1OCCn1nnnc1N	-5	-1	-3	16	102	-1	1.4	0.1	3
Cc1c(N(C)S(=O)(=O)c2cc(C(=O)Nc3ccccn3)ccc2Cl)c(=O)n(-c2ccccc2)n1C	-1	-2	2	-3	70	0	-0.7	0.0	-13
COc1ccc(NC(=O)CCS(=O)(=O)c2ccc3nc(C)sc3c2)cc1OC	2	2	7	1	84	3	2.4	0.1	1
O=C(COc1ccccc1)Nc1cc(C(F)(F)F)ccc1N1CCCC1	0	1	6	7	97	2	2.9	0.0	11
CCSc1nc2c(c(=O)n1-c1ccc(F)cc1)SCC2	0	9	0	-1	99	1	1.0	0.1	-17
COC(C[C@H]1O[C@H]1C(=O)[C@@H](C)OCc1ccccc1)OC	0	-3	-1	3	/	2	2.3	/	-4
COc1cc2c(cc1OC)C(c1ccccc1)N(C(=O)CSCC(=O)O)CC2 (stereo not drawn)	-4	3	1	6	101	0	1.0	0.2	10
CCCCCC1CC(COc2ccccc2)OC1=O (stereo not drawn)	-2	5	4	2	84	-3	3.8	-0.2	-10

Compounds shown so far with two or more sulfur atoms (two):
SMILES	Fam108B inh	EBNA-1 inh	BCLXL inh	MCL1 BIM primary	Yeast superoxide	GLD-1 RNA inh	MEX-5 binding	Efflux pump mplx	ZTA counter
COc1ccc(NC(=O)CCS(=O)(=O)c2ccc3nc(C)sc3c2)cc1OC	2	2	7	1	84	3	2.4	0.1	1
CCSc1nc2c(c(=O)n1-c1ccc(F)cc1)SCC2	0	9	0	-1	99	1	1.0	0.1	-17

Carrying on:
SMILES	Fam108B inh	EBNA-1 inh	BCLXL inh	MCL1 BIM primary	Yeast superoxide	GLD-1 RNA inh	MEX-5 binding	Efflux pump mplx	ZTA counter
Cc1ccc(S(=O)(=O)Nc2nc(C)c(C(=O)Nc3ccccc3)s2)cc1	-1	-9	-1	4	81	3	-0.4	0.0	0
COc1cc(OC)cc(-c2nc(SCC(=O)Nc3ccccc3F)n[nH]2)c1	1	1	6	9	105	10	-1.5	0.0	-14
COc1ccc(CCNC(=S)Nc2cccc3ccccc23)cc1	0	9	6	7	98	3	-3.1	0.0	0
O=C(O)c1cccc(S(=O)(=O)Nc2ccccc2-c2ccccc2)c1	-8	-4	2	-3	109	-1	1.9	0.3	-6
N#CC1=C(N)N(c2ccccc2)C2=C(C(=O)CCC2)C1c1ccccc1 (stereo not drawn)	-3	-2	8	9	80	-4	-1.3	0.0	14
COc1ccc(NC(=O)CSC2CC(=O)N(c3ccc4c(c3)OCCO4)C2=O)cc1 (stereo not drawn)	2	5	7	4	99	1	-0.1	-0.2	-14
O=C(c1ccc2snnc2c1)N1CCOCC1	-10	-8	2	4	113	-2	-3.1	0.2	4
CC(C)C[C@H](NC(=O)c1nc[nH]c1C(=O)N1CCNCC1)C(=O)OCc1ccccc1	2	-4	3	-3	94	8	-4.3	0.0	0
O=C(NNC(=O)c1ccc2ncccc2c1)c1ccc(Cl)cc1	2	4	5	3	95	7	1.8	-0.1	10
CCOC(=O)C1CCN(C(=O)CCC(=O)NNc2nc3ccccc3c3nc(C)nn23)CC1	-1	-1	7	7	89	0	-48*	0.1	1
O=S(=O)(c1ccc2oc(=S)[nH]c2c1)N1CCCCC1	0	-1	-31	-16	90	-2	0.9	0.0	-2
O=C(Nc1cccc(Cl)c1)Nc1sccc1-c1nc2ccccc2s1	27*	0	-2	6	106	-8	3.0	-0.1	-5
COc1ccc(-c2cc(C(=O)Nc3cc(C)ccc3O)no2)cc1	-3	10	4	6	102	1	0.5	-0.1	16
COc1cccc(-n2cnc3cccc(N)c32)c1	-1	-13	-3	-2	108	7	0.0	0.1	-1
Cc1nn(C)c(C)c1NC(=O)/C(C#N)=C\N(C)C	1	-8	2	-2	106	4	-1.7	0.0	4

Some of these compounds in order of their number in EBNA-1 inh, falling:
Structure,EBNA-1 inh,BCLXL inh,MCL1 BIM primary,GLD-1 RNA inh,MEX-5 binding,Efflux pump mplx
COc1ccc(-c2cc(C(=O)Nc3cc(C)ccc3O)no2)cc1,10,4,6,1,0.5,-0.1
O=C(NNC(=O)c1ccc2ncccc2c1)c1ccc(Cl)cc1,4,5,3,7,1.8,-0.1
COc1cc(OC)cc(-c2nc(SCC(=O)Nc3ccccc3F)n[nH]2)c1,1,6,9,10,-1.5,0.0
N#CC1=C(N)N(c2ccccc2)C2=C(C(=O)CCC2)C1c1ccccc1 (stereo not drawn),-2,8,9,-4,-1.3,0.0
CC(C)C[C@H](NC(=O)c1nc[nH]c1C(=O)N1CCNCC1)C(=O)OCc1ccccc1,-4,3,-3,8,-4.3,0.0
Cc1nn(C)c(C)c1NC(=O)/C(C#N)=C\N(C)C,-8,2,-2,4,-1.7,0.0
Cc1ccc(S(=O)(=O)Nc2nc(C)c(C(=O)Nc3ccccc3)s2)cc1,-9,-1,4,3,-0.4,0.0

The list goes on.
SMILES	Fam108B inh	EBNA-1 inh	BCLXL inh	MCL1 BIM primary	Yeast superoxide	GLD-1 RNA inh	MEX-5 binding	Efflux pump mplx	ZTA counter
COC(=O)c1scc(C)c1NC(=O)CSc1ccc(Cl)cc1	0	0	6	6	104	9	1.0	-0.1	-1
Cc1ccc(C(=O)O/N=C(\c2ccccc2)c2ccncc2)cc1	-1	0	2	-6	98	2	-1.6	0.0	1
Cc1csc(SCC(=O)N(C)c2c(N)n(Cc3ccccc3)c(=O)[nH]c2=O)n1	0	3	-2	2	101	9	0.0	0.0	-14
O=C(CN1CCOCC1)Nc1nc2ccc(Br)cc2s1	-2	-5	2	6	85	-1	0.3	0.1	2
C=CCN(c1ccc(C(=O)Nc2ccc3c(c2)OCO3)cc1)S(C)(=O)=O	1	-19	7	3	106	1	1.6	0.2	4
CCOc1ccc(CCNC(=O)COC(=O)C2CCN(S(=O)(=O)c3ccc(C)c(C)c3)CC2)cc1OCC	0	1	-5	-9	105	1	1.0	0.1	3
O=C(CSc1nnnn1-c1cccc2ccccc12)Nc1ccc(N2CCOCC2)c(Cl)c1	12	6	0	-6	88	-1	-0.4	0.6	-22
CCC(=O)N1c2ccc(S(=O)(=O)NCCc3ccc(OC)c(OC)c3)cc2CC1C (stereo not drawn)	2	-16	8	-3	131	-3	-0.1	0.3	-7
CCc1c(C)nc2ncnn2c1N1CCC(C(=O)Nc2cccc(C(C)=O)c2)CC1	0	7	2	12	i	1	1.2	-0.1	14
Cc1cccc(C(=O)NCCC(=O)N2CCc3ccccc3C2)c1	/	/	7	8	79	-4	/	0.2	-6
Cc1nnc(SC(C)C(=O)N(C)C2CCCCC2)n1N (stereo not drawn)	/	/	-10	-19	113	4	/	0.0	-11
CN(CC(=O)Nc1ccc(Cl)c(Cl)c1)C(=O)CNC(=O)Cc1ccccc1	/	/	1	-2	84	4	/	-0.1	3
CCc1nnc(NC(=O)CSC(=S)N2CCOCC2)s1	-2	4	3	3	96	1	1.5	-2.2	-3
O=C(CCN1C(=O)C2C3CCC(C3)C2C1=O)Nc1ccc(Br)cc1 (stereo not drawn)	5	2	8	11	100	5	0.5	0.1	7
CC(CCC(=O)Nc1nncs1)C(=O)O (stereo not drawn)	-1	1	0	-3	91	-2	2.0	0.0	15

Three structures already listed, ordered by heavy-atom count, highest first:
SMILES	Fam108B inh	EBNA-1 inh	BCLXL inh	MCL1 BIM primary	Yeast superoxide	GLD-1 RNA inh	MEX-5 binding	Efflux pump mplx	ZTA counter
O=C(CCN1C(=O)C2C3CCC(C3)C2C1=O)Nc1ccc(Br)cc1 (stereo not drawn)	5	2	8	11	100	5	0.5	0.1	7
COC(=O)c1scc(C)c1NC(=O)CSc1ccc(Cl)cc1	0	0	6	6	104	9	1.0	-0.1	-1
Cc1nnc(SC(C)C(=O)N(C)C2CCCCC2)n1N (stereo not drawn)	/	/	-10	-19	113	4	/	0.0	-11

The list goes on.
SMILES	Fam108B inh	EBNA-1 inh	BCLXL inh	MCL1 BIM primary	Yeast superoxide	GLD-1 RNA inh	MEX-5 binding	Efflux pump mplx	ZTA counter
CN(C)c1nc(-c2ccccc2)nnc1C(F)(F)F	3	5	5	-1	114	-2	3.3	0.1	2
Oc1ccc(-c2nncn2-c2ccccc2)cc1	0	2	7	5	100	7	-1.1	0.0	18
S=C(NCc1ccc(Cl)cc1)NC1CCCCC1	-5	8	4	15	97	2	-1.2	-0.2	-3
Cn1ccsc1=NC(=O)c1ccc(OC(F)(F)F)cc1	-1	-4	-8	-6	124	1	-0.2	0.3	0
COc1ccc(C)cc1N(CC(=O)NC1CCCC1)C(=O)CCC(=O)Nc1nc(C)cs1	2	13	0	0	109	-1	1.3	-0.1	11
COc1ccc(C(=O)NNC(=S)NC(=O)c2ccc(Cl)cc2)cc1	-3	-6	1	11	205	3	-1.2	0.1	-8
CCc1ccc(NC(=O)NCCN2CCN(c3ccc(OC)cc3)CC2)cc1	3	5	1	3	94	-8	-2.3	-0.1	-1
Cc1ccc(-c2nnn(CC(=O)Nc3cccc4c3CCCC4)n2)o1	1	10	1	-4	108	-6	-2.1	0.0	10
Nc1ccc(C(=O)OCC(=O)N2CCN(C(=O)c3ccco3)CC2)cc1[N+](=O)[O-]	-3	4	5	3	103	0	-1.6	0.3	9
CCOC(=O)N1CCC(NS(=O)(=O)c2ccc(C#N)cc2)CC1	-2	-4	7	3	89	4	-2.3	0.0	0
CC(C(=O)N1CCCC1)N1CCN(S(=O)(=O)c2ccc(C(C)(C)C)cc2)CC1 (stereo not drawn)	/	/	2	-1	108	7	/	0.0	-4
CCOC(=O)[C@H]1[C@H]2COc3ccc(C)cc3[C@@H]2N2C(=O)[C@@H](CO)NC(=O)[C@@]12C	/	/	4	3	99	-6	/	0.1	-17
CCN(CC)S(=O)(=O)c1ccc(N2CCCCC2)c(NC(=O)c2ccncc2)c1	-4	8	6	-2	90	6	-0.4	0.0	-15
CCCC(=O)NCCCc1nc2ccccc2n1CC	-3	-1	-1	5	113	-1	-1.1	0.0	7
Cc1nn(CC#N)c(=O)n1-c1ccc(C(C)C)cc1	1	-5	9	2	106	2	0.9	0.0	1
CCOC(=O)C1(Cc2cccc(F)c2)CCN(Cc2cn(CC)nc2C)CC1	6	-4	0	8	92	1	0.9	-0.5	-8
Cc1cccc(NC(=O)C23CCC(C)(C(=O)O2)C3(C)C)c1 (stereo not drawn)	7	-9	4	0	111	3	0.8	0.1	-13
COc1ccccc1N(CC(O)COc1ccccc1)S(=O)(=O)c1ccccc1 (stereo not drawn)	-3	-9	2	-5	75	-4	-0.6	0.2	-9
